Compound activity (PubChem)
KDM5B inh = inhibitors of human KDM5B histone demethylase; AID 1347165; Q9UGL1; hit rate 2.6% among 220,000; KDM5B demethylase, FDH-coupled NADH fluorescence (FDH is formaldehyde dehydrogenase); Potency, µM (top dose mostly 57.7 µM), without a hit: at the highest dose activity change, negative = inhibition, usual class: inhibitors; active = well fitted inhibition curve with a large enough effect; inconclusive = small, poorly fitted or top-dose-only effect; inactive = no such curve, though single readings can be large or run the other way; note: 0% is about no effect; nearly all actives have a fitted effect of over 70% in size
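Here, H3K4me3 peptide (12.5 µM in substrate mix) is demethylated by KDM5BΔAP, 200 nM final, after 10 min compound exposure. Formaldehyde product is coupled through FDH (0.25 U/mL in mix) to NADH fluorescence; 30-min ΔRFU feeds dose-response curves.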
An asterisk follows results filed as active; i = inactive; ? = inconclusive; & = joins results of further samples; [ ] = remark or other dose. Potency is the fitted concentration of half-maximal effect. The list is partial; count on the stated rates, not on these rows.

KDM5B inh,Compound
?,Cc1ccc(-n2nc3c(=O)n(C(C)C(=O)O)nc(C)c3c2C)cc1 (stereo unspecified)
17.1%,Cc1ccc(NC(=O)Cn2c(=O)ccn(Cc3ccccc3)c2=O)cc1S(=O)(=O)N1CCOCC1
-1.4%,O=C(Nc1ccc(OC(F)F)cc1)c1cc2ccccc2[nH]1
17.5%,NC(=O)c1ccc(NC(=O)Cn2ccc3ccc(Cl)cc32)cc1
0.0%,CC(C)Cn1c(=O)c2c(ncn2Cc2ccco2)n(Cc2ccccc2)c1=O
3.2%,CN1C[C@@H]2CCCN3CCC[C@@H]([C@H]23)[C@H]1CCCC(=O)NCCc1nc2ccccc2n1C
2.0%,CCCNc1c(NC(=O)CC(=O)OCC)c(=O)oc2ccccc12
2.7%,COc1cc(C(C)N)ccc1OCCC(C)C (stereo unspecified)
-3.8%,CCOC(=O)c1ccc(CN(Cc2ccc(Cl)cc2Cl)S(=O)(=O)c2cccc(Cl)c2)cc1
?,CCn1c2ccccc2c2cc(CN3CCN(Cc4cc(OC)c(O)c(OC)c4)CC3)ccc21
-2.2%,CCOc1ncccc1C(=O)N(Cc1nnc(-c2ccccc2Cl)o1)C1CC1
-18.6%[86.2 µM],CN(C(=O)C1=NO[C@@H]2CN(CCc3ccccc3)C[C@H]12)c1ccccc1
16.5%,COc1nc(-c2ccc(C)cc2)ccc1-c1noc(-c2ccc(C(C)(C)C)cc2)n1
-38.8%,COc1cc(C(=O)NC2CCCN(c3cc(-c4ccc(F)cc4)[nH]n3)C2)cc(OC)c1OC (stereo unspecified)
4.6%,Cc1ccc(CN2CCCN(c3cccc(C(=O)N4CCc5ccccc54)c3)C2=O)cc1
?,Nc1ccc2oc(-c3ccccc3)cc2c1
?,COCC1CN(C)CC12CCN(Cc1cc(Br)ccc1F)CC2 (stereo unspecified)
21.7%,O=C(O)CCNS(=O)(=O)c1cccc(F)c1
?,O=C1Nc2ccccc2CN(CC2CCOCC2)C12CCNCC2
-4.3%,Cc1ccc(-n2ncc3c(=O)n(-c4ccc5c(c4)OCCO5)c(-c4ccco4)nc32)cc1C
?,Cc1[nH]c2ccc(Br)cc2c1CCNC(=O)c1cc2ccccc2oc1=O
12.9%,O=C(CCC[C@@H]1[C@H]2CCCN3CCC[C@@H](CN1C(=O)c1cc(F)cc(F)c1)[C@@H]23)NCc1ccccc1
-9.6%[86.2 µM],CCN(CC)Cc1nc(C2(O)CCN(C3CCC3)CC2)cs1
?,O=C(Nc1ccc2c(c1)OCO2)c1cccc2c1CCN2C(=O)Nc1ccc(F)cc1
-11.5%,Nc1nccnc1C(=O)Nc1cccc(F)c1

Arranged by SMILES length (ascending): some entries from above
KDM5B inh,Compound
17.5%,NC(=O)c1ccc(NC(=O)Cn2ccc3ccc(Cl)cc32)cc1
?,Cc1[nH]c2ccc(Br)cc2c1CCNC(=O)c1cc2ccccc2oc1=O
0.0%,CC(C)Cn1c(=O)c2c(ncn2Cc2ccco2)n(Cc2ccccc2)c1=O
?,O=C(Nc1ccc2c(c1)OCO2)c1cccc2c1CCN2C(=O)Nc1ccc(F)cc1
4.6%,Cc1ccc(CN2CCCN(c3cccc(C(=O)N4CCc5ccccc54)c3)C2=O)cc1
-4.3%,Cc1ccc(-n2ncc3c(=O)n(-c4ccc5c(c4)OCCO5)c(-c4ccco4)nc32)cc1C
12.9%,O=C(CCC[C@@H]1[C@H]2CCCN3CCC[C@@H](CN1C(=O)c1cc(F)cc(F)c1)[C@@H]23)NCc1ccccc1

Next section:
KDM5B inh,Compound
19.3%,CCCCOC(=O)c1ccc(NC(=O)C(=O)NCc2ccccn2)cc1
13.1%,Cc1ccccc1CNCCN1CCCC1
-17.4%,Cc1ccc(CN2CCCN(c3ccc(C(=O)NCc4ccc5c(c4)OCO5)cc3)C2=O)cc1
5.4%,Cc1ccc(-c2cc(Cc3ccccc3)c(=O)[nH]n2)cc1
-17.3%[86.2 µM],O=C(NCC1(COc2cccnc2)C[C@@H](O)[C@@H](O)C1)c1ccc(F)cc1 (stereo partly specified)
10.2%,CC(C)CN1C(=O)C(=O)N(Cc2ncc(-c3ccc(Cl)cc3)o2)C1=O
2.1%,CC(Nc1ccc2oc(C3CC3)nc2c1)C(=O)NC(=O)NC1CC1 (stereo unspecified)
?,O=C1CN(C(=O)c2cc(=O)[nH]c3ccccc23)CCN1
-21.4%[86.2 µM],Fc1ccc(CNC[C@H]2Cn3cc(-c4ccccc4)nc3CO2)cc1
?,CN1CC(=O)N(C2CCNCC2)Cc2c1ncnc2N1CCC(N2CCOCC2)CC1
?,CCc1c(-c2nc(C3CCOC3)no2)[nH]c2ccccc12 (stereo unspecified)
i,Cc1ccc(C(=O)Nc2cccc3[nH]c(C(F)(F)F)nc23)cc1
?,CC(=O)NCc1ccc(-c2csc(NC3CC3)n2)s1
-19.3%,Cc1c(Cl)ccc2sc(N3CCN(C(=O)CS(=O)(=O)c4ccccc4)CC3)nc12
11.6%,CN1CCN(C(CNCC(O)COC2CCCc3ccccc32)c2cccs2)CC1 (stereo unspecified)
40.5%[activator],CCn1nc(C(=O)N2C[C@@H](CN3CCN(C)CC3)[C@@H](CO)C2)cc1C
-14.5%,CN(Cc1cccnc1)c1ccc(C(=O)NCCC2CCCCN2C)cn1 (stereo unspecified)
-19.5%,CCOC(=O)c1ccc(NC(=O)CSc2nc3ccccc3c(=O)n2CCC(=O)NC2CCCCC2)cc1
9.1%,Cc1cc(C)c(OCC(=O)Nc2nonc2-c2ccccc2)c(C)c1
-4.1%,COc1ccc(CN(C)C(=O)c2cc(=O)[nH]c3ccccc23)c(OC)c1
-10.5%,COc1ccccc1CNC(=O)c1c(O)nc2c(C)cccn2c1=O
?,CCC1CN(S(=O)(=O)c2cc(-c3cc(C)no3)ccc2OC)c2cc(Cl)ccc2O1 (stereo unspecified)
-2.4%[149 µM],c1cc(-c2nnc3n2CCN(Cc2ccsc2)C3)ccn1
-7.8%,COc1ccc(-c2cnc(N)nc2-c2ccc(OCc3ccc(F)cc3)cc2O)cc1OC
-6.5%,Cc1ccc(N2CC(NC(=O)Cc3ccc(F)cc3)CC2=O)cc1C (stereo unspecified)
-2.8%,COc1ccc(-c2c[nH]c3c(SCC(=O)Nc4ccc(OC)c(OC)c4)ncnc23)cc1
22.8%,COc1ccc(OC)c(C(C)NC(=O)Cc2ccsc2)c1 (stereo unspecified)
-48.1%,CCOc1ccc(/C=C/C(=O)Nc2sc3c(c2C(=O)OC)CCC3)cc1
?,CCOC(=O)c1ccc(NC(=O)c2ccc(=O)n(Cc3cccc(C)c3)c2)cc1
-14.5%,Cc1cc(=O)n(CC(=O)NCc2ccccc2)c(N(C)Cc2ccccc2)n1
3.7%,Cc1ccc(CNC(=O)Cn2c(C)cc3nc4n(c(=O)c32)CCCC4)cc1
10.9%,Cc1cc(C)c(C(=O)COC(=O)c2cccs2)c(C)c1
-18.6%,CS(=O)(=O)N1CCc2ccc(C(=O)N3CCN(Cc4ccc5c(c4)OCO5)CC3)cc21
-21.9%,COc1cc(NC(=O)Cn2ccn3nc(-c4ccc(F)cc4)c(CO)c3c2=O)cc(OC)c1
-2.0%,CC(C)c1nc(C(=O)N(C)C2CCCN(CCCc3ccccc3)C2)cs1 (stereo unspecified)
32.2%,Cc1ncc(C(=O)N(C)CC2CCCN(CCc3ccc(Cl)cc3)C2)c(=O)[nH]1 (stereo unspecified)
-5.4%,CCOc1ccccc1NC(=O)C1CCCN(S(=O)(=O)c2cccs2)C1 (stereo unspecified)
-5.5%,O=C(COc1ccc(F)cc1)NCC(=O)N1CCCCCCNC(=O)CC1c1ccccc1 (stereo unspecified)
?,N#C/C(=C\C=C\c1ccco1)C(=O)NC1CCCCCC1
?,CCOC(=O)c1cnc2c(ccc3ccccc32)c1Nc1ccc(N(C)C)cc1
25.1µM*,CCCCn1nc(C2CCOC2)nc1-c1cnc(NC)nc1 (stereo unspecified)
-2.1%,O=C(CCn1cccn1)Nc1ccc(Br)cc1F
-2.8%,CCOc1ccccc1NC(=O)COc1ccc(S(=O)(=O)NC2CCCCC2)cc1
7.8%,CCOc1cccc(CN2CCc3nc(N4CCN(C)CC4)[nH]c(=O)c3CC2)c1
-14.5%,COC(=O)c1ccc2c(=O)n(CCCCCC(=O)N3CCN(c4ccc(OC)cc4)CC3)c(=O)[nH]c2c1
-24.6%,O=C(c1cc2ccccc2[nH]1)N1CCN(c2cc(-c3ccccc3)[nH]n2)CC1
-27.7%,CCOC(=O)c1ccc(Nc2nc(-c3cc4cc(Br)ccc4oc3=O)cs2)cc1
4.7%,N#Cc1nc(C2CC2)oc1N1CCN(C(=O)c2cncc(Br)c2)CC1
?,O=C(Nc1ccc(Br)cc1F)N1CC=C(c2c[nH]c3ccccc23)CC1
?,NC(=S)Nc1ccccc1Br

Other compounds.
KDM5B inh,Compound
22.9%,O=C(Nc1ccc([C@H]2OCC(=O)N(Cc3ccc(F)cc3)[C@@H]2CO)cc1)C1CCOCC1
-12.4%,CCCCn1c(SCC(=O)Nc2cccc(OC)c2)nc2ccsc2c1=O
-24.6%,N#CC1=C(N)Oc2n[nH]c(-c3ccc4ccccc4c3)c2C1c1ccc(O)cc1 (stereo unspecified)
15.9%,O=C(/C=C/c1cccc([N+](=O)[O-])c1)c1ccc(-c2ccccc2)cc1
9.5%,CCNS(=O)(=O)c1ccc(C)c(C(=O)NCC(O)c2cccc(Cl)c2)c1 (stereo unspecified)
-9.3%,CCOC(=O)c1cccc(NC(=O)CCn2nc(C)c(S(=O)(=O)N3CCCC3)c2C)c1
?,O=C(Nc1ccc2c(N3CCCCC3)ncnc2c1)c1ccc(F)c(F)c1
28.2µM*,CN1CCCCCC1C(=O)N1CCN(c2ccc(C#N)cn2)CC1 (stereo unspecified)
?,Cn1nc(C(=O)N2CCC(Oc3ccc(-c4noc(C5CC5)n4)cc3)C2)c2ccccc21 (stereo unspecified)
?,O=C(NCc1nnc2ccc(-c3ccc(F)cc3)nn12)c1cccc(OC(F)(F)F)c1
6.8%,O=C(NCCc1cccnc1)c1ccc(Cl)cc1
6.9%,COCCCNC(=O)CSc1ccc(C)cc1
-0.8%,Cn1c(NCC2CCCO2)nc2c1c(=O)n(Cc1ccccc1)c(=O)n2C (stereo unspecified)
-12.2%,O=C(CCc1c[nH]c2ccccc12)OCc1ccccc1
-10.5%[86.2 µM],COc1ccc(CC(=O)N2CC[C@@H](CC(=O)O)[C@@H](CCN3CCOCC3)C2)cc1
-11.8%,O=c1c2ccccc2c(-c2nnc(SCCO)o2)nn1Cc1ccccc1
-8.0%,COc1ccc(N2CC(C(=O)N3CCC(C(=O)NCc4cccc(Cl)c4)C3)NC2=O)cc1 (stereo unspecified)
-12.1%,Cc1[nH]c2c(C)cccc2c1CCNC(=O)c1cc2ccccc2oc1=O
?,Brc1cccc(-c2nnn3c2nc(N2CCCCC2)c2ccccc23)c1
-5.2%&-19.1%,Cc1ncc2n1C(=O)N(C1CCN(Cc3ccc(C(F)(F)F)cc3)CC1)C2
23.8%,COc1ccc(NC(=O)CSC2=Nc3ccccc3C3=NC(CCC(=O)NC4CCCCC4)C(=O)N23)cc1Cl (stereo unspecified)
14.7%,CC(C)(Oc1ccc2c(c1)CCC2)C(=O)N1CCC2(CCCNC2=O)C1 (stereo unspecified)
?,Nc1nnnn1NCc1c(OCc2ccc(Cl)cc2Cl)ccc2ccccc12
-17.7%,Cn1nc(-c2nncn2CC2CC2)c2c1CCN(C(=O)C1CC1)C2
11.2%,O=C(Cn1cnnn1)N1CCc2ncnc(NC[C@H]3CCCO3)c2CC1
i,COc1cc(OC)c2c(C)c(CC(=O)NC3CC(C)(C)NC(C)(C)C3)c(=O)oc2c1
i,COc1ccc(OC)c(CNC(=O)c2ccc(-c3ccc(N4CCSCC4)nc3)cc2)c1
-19.1%,CCN(C(=O)CSCc1ccco1)C1CCCCC1
16.9%,CCn1c(SC(C)C(=O)Nc2nccs2)nnc1-c1ccco1 (stereo unspecified)
0.8%,O=C(Nc1ccc(F)cc1)N1CCC(CCNC(=O)C2(c3ccccc3)CC2)CC1
?,Cc1cccc(NC(=O)c2cc(-c3ccc(C)o3)nc3ccccc23)c1
11.2%,CC(C)=CCn1c(-c2ccccc2Cl)cn2cc(C(=O)NCCCO)nc2c1=O
13.0%,O=C(CSc1nccn2nc(-c3ccccc3)cc12)N1CCN(c2ccccc2F)CC1
20.1%,O=C(CSc1nnc(-c2ccco2)o1)N1CCCCC1
9.0%,CC1=C(c2ccc(C)c(C)c2)S(=O)(=O)N=C1N1CCC(C(=O)N2CCC(C)CC2)CC1
-22.1%,CN1C(=O)Cc2cc(S(=O)(=O)CCC(=O)Nc3ccc(Cl)c(C(F)(F)F)c3)ccc21
-15.2%,CCNC(=O)C1CCCN(Cc2ccc(C(F)(F)F)cc2)C1 (stereo unspecified)
-11.6%,O=C([C@@H]1C[C@H](Oc2ccccc2)CN1S(=O)(=O)c1ccccc1)N1CCCC1
28.2µM*,COc1ccc(-c2ccnc3nc(CC(C)C)nn23)cc1OC
5.2%,CCCC1CCC(c2ccc(OC(=O)c3ccncc3)cc2)CC1 (stereo unspecified)
?,Cc1ccc(CCNC(=O)c2ccc3c(c2)nc2n3CCOC2)cc1
-6.4%,COc1ccc(CNC(=O)NCCc2noc(-c3ccncc3)n2)cc1
17.9%,Cc1nc(S(=O)(=O)N2CCN(C3c4ccccc4-c4ccccc43)CC2)cn1C
1.8%,C=CCn1cc(/C=C2/NC(=O)N(CC)C2=O)c2ccccc21

2 of the compounds above, field by field:
compound: COc1ccc(-c2ccnc3nc(CC(C)C)nn23)cc1OC
- KDM5B inh = 28.2µM*

compound: CCCC1CCC(c2ccc(OC(=O)c3ccncc3)cc2)CC1 (stereo unspecified)
- KDM5B inh = 5.2%
